Screens from PubChem BioAssay.
Tb PYK inh – qHTS of Trypanosoma Brucei Inhibitors. AID 624173, 2012. TbPYK enzyme, Kinase-Glo Plus ATP luminescence, 45 min. Potency, µM (series often up to 76.8 µM), without a hit: top-dose activity, negative = inhibition, hits mostly inhibitors. actives 0.12% (n = 410,000). pyruvate kinase (Trypanosoma brucei), Q57TT1; also: potency is read from the fitted curve at half-maximal effect; % is scaled to controls: 0 for no effect and ±100 for the full control effect; nearly all actives have a fitted effect of over 50% in size
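Readout: single end-point luminescence (Kinase-Glo Plus, 10 min). Reaction conditions were TbPYK/substrate plus 130 uM ADP, 45 min at RT, pH 7.2 TEA buffer. No-enzyme wells served as controls, and data were normalized before concentration-response fitting.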
AMA1-RON2 inh – qHTS for Inhibitors of AMA1-RON; Towards Development of Antimalarial Drug Lead: Primary Screen; AID 720542, 2013; Potency, µM (series often up to 58.2 µM), for inactives: top-dose activity change, negative = inhibition, usual class: inhibitors; actives 0.2% (n = 360,000); AlphaScreen AMA1-biotinylated RON2 peptide binding; Plasmodium falciparum AMA1 (3D7) - RON2 peptide interaction;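 also: potency is read from the fitted curve at half-maximal effect; 0% = vehicle wells and -100% = peptide control; nearly all actives have a fitted effect of over 45% in size; some results filed as inactive show a strong effect at the top dose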
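AMA1 (3D7) with his tag at 25 nM final met compounds first, then biotinylated RON2 peptide at 25 nM; detection used donor plus acceptor beads, 10 µg/mL apiece, read by AlphaScreen after 30 min at room temperature.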
Shiga toxin inh – A qHTS for Small Molecule Inhibitors of Shiga Toxin | Vero cells, Shiga toxin protein synthesis inhibition reporter | inhibition, % at 38.7 µM | actives 9.2% (n = 290,000) | AID 2315, 2010; in the data active = inhibition mostly above about 28%, no sharp cut-off; inactive = mostly below about 43%; also: 0% is about no effect
CHX counter – Cycloheximide Counterscreen for Small Molecule Inhibitors of Shiga Toxin. actives 12% (n = 300,000). max response, %. cell reporter, cycloheximide protein synthesis inhibition counterscreen; in the data active = max response mostly above about 13%, no sharp cut-off; inactive = mostly below about 14%; also: read at 38.3 µM for the half of the compounds with a filed dose; 0% is about no effect
LmPK inhibitor – qHTS Assay for Inhibitors of Leishmania Mexicana Pyruvate Kinase (LmPK). Potency, µM (series often up to 57.5 µM), for the others: at the highest dose activity change, negative = inhibition, most hits filed as inhibitors. actives 0.37% (n = 290,000). AID 1721, 2009. Q27686. purified LmPK, Kinase-Glo ATP luminescence, 1 h; also: potency is read from the fitted curve at half-maximal effect; % is scaled to controls: 0 for no effect and ±100 for the full control effect
Target sequence (Q27686 whole entry, looked up): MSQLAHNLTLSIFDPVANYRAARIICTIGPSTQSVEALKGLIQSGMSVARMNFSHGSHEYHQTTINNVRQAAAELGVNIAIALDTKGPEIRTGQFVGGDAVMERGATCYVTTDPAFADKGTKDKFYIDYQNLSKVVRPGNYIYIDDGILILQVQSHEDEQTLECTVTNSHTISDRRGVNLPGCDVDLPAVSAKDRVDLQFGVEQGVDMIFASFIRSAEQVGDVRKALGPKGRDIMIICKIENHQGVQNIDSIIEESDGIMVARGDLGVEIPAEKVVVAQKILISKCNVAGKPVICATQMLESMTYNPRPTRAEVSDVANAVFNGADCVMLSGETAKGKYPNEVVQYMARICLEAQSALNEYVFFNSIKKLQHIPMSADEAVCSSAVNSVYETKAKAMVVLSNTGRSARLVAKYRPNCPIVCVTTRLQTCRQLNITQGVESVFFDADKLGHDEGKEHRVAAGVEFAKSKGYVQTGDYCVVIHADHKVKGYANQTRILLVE
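qHTS format; LmPK 0.1 nM; substrates PEP 0.5 mM and ADP 0.1 mM. One-hour room-temperature incubation, then coupled luciferase luminescence; 0.5 nM enzyme wells mark activation.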
Pf growth 96h – Primary qHTS for delayed death inhibitors of the malarial parasite plastid, 96 hour incubation; Potency, µM (doses to about 28.7 µM), without a hit: top-dose activity change, negative = inhibition, usual class: inhibitors; P. falciparum luciferase reporter growth, 96 h; actives 6.9% (n = 320,000); also: potency is read from the fitted curve at half-maximal effect; % is scaled to controls: 0 for no effect and ±100 for the full control effect
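Two parasite generations (96 h, 37 C, 5% CO2) of compound exposure in infected erythrocytes (0.05% parasitemia, 2% hematocrit). Luciferase-reporter P. falciparum; decreased luminescence indicates inhibited growth, aimed at apicoplast-acting delayed death.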
Pf growth 48h – Primary qHTS for delayed death inhibitors of the malarial parasite plastid, 48 hour incubation; actives 5.9% (n = 310,000); Potency, µM (doses to about 28.7 µM), for the others: at the top dose activity change, negative = inhibition, actives largely listed as inhibitors; AID 504832, 2011; P. falciparum luciferase growth in erythrocytes, 48 h; also: potency is read from the fitted curve at half-maximal effect; % is scaled to controls: 0 for no effect and ±100 for the full control effect
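Read-out is firefly luciferase luminescence from an integrated reporter in P. falciparum, so falling signal marks reduced parasite growth. Infected erythrocytes were at 2% hematocrit and 0.1% parasitemia (final) in Albumax-supplemented RPMI 1640.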
* hit, by the source's call; u = inconclusive; x = no result given; [ ] = another dose, or the depositor's remark. Unless noted, calls follow the shape of the dose curve; as a rule, active = well fitted curve in the direction sought with a large enough effect; inconclusive = small, poorly fitted or top-dose-only effect, or another doubt; inactive = no such curve, though single readings can be large; an effect the other way counts as inactive or inconclusive.

A first look, three compounds:
SMILES	Tb PYK inh	AMA1-RON2 inh	Shiga toxin inh	CHX counter	LmPK inhibitor	Pf growth 96h	Pf growth 48h
COC(=O)[C@]1(C)CCC[C@@]2(C)C3CC[C@]4(OC(C)=O)C[C@@]3(CCC21)CC4=NO (some centres undefined)	1%	18%	x	x	x	u	0%
CCOC(=O)c1ccc2nc(C(F)(F)F)[nH]c(=O)c2c1	-21%	10%	-13	-4	-11%	u	u
CN=Cc1sc2ccccc2c1O	-3%	-6%	33	19*	-3%	u	6%

The whole of this part, from the first entry:
SMILES	Tb PYK inh	AMA1-RON2 inh	Shiga toxin inh	CHX counter	LmPK inhibitor	Pf growth 96h	Pf growth 48h
COC(=O)[C@]1(C)CCC[C@@]2(C)C3CC[C@]4(OC(C)=O)C[C@@]3(CCC21)CC4=NO (some centres undefined)	1%	18%	x	x	x	u	0%
CCOC(=O)c1ccc2nc(C(F)(F)F)[nH]c(=O)c2c1	-21%	10%	-13	-4	-11%	u	u
CN=Cc1sc2ccccc2c1O	-3%	-6%	33	19*	-3%	u	6%
COc1ccc(C(CC(=O)Nc2cc([N+](=O)[O-])ccc2OC)c2ccccc2)cc1 (centres undefined)	-1%	0%	-6	-4	0%	0%	-10%
CSc1snnc1-c1ccccc1	-3%	6%	-1	3	-2%	11%	u
Cc1ccc(C)c(S(=O)(=O)N2CCN(c3nc(-c4cccnc4)nc4ccccc34)CC2)c1	-8%	-1%	x	x	x	u	3.3µM*
CSc1nc(NC(C)(C)C)nc(Oc2ccc(=O)n(C)n2)n1	3%	-16%	33	-2	-8%	34%[activator]	-11%
Cc1cc(Br)ccc1SCC(=O)OCC(=O)NC(C)c1ccccc1 (centres undefined)	-5%	-11%	-2	-3	-7%	14%	16%
CCC(=O)Nc1ccc(C(=O)NNC(=O)COc2cc(C)ccc2C)cc1	-5%	46%[activator]	1	-1	6%	0%	13%
Cc1ccc(NC(=O)[C@@H]2CCCN2S(=O)(=O)c2ccccc2F)cc1S(=O)(=O)N1CCOCC1	-15%	-2%	6	-2	3%	u	-28%
COC(=O)C(C)NC(=S)N1CCN(c2c(F)cc3c(=O)c(C(=O)O)cn(C4CC4)c3c2OC)CC1C (centres undefined)	6%	-1%	-16	1	9%	-14%	u
CN1CCN(CC(=O)Nc2nc3c(s2)CCCC3)CC1	2%	4%	16	21	3%	25%	15%
COc1ccc(-c2nnc3sc(COc4ccccc4)nn23)cc1	6%	2%	-11	-3	0%	8%	8%
COc1ccc(OC)c(S(=O)(=O)NCCC(C)C)c1	1%	20%	12	-3	1%	u	-5%
C=C1C[C@@H]2[C@H](CC[C@]3(C)C(=O)CC[C@@H]23)[C@@]2(C)C=CC(=O)C=C12	x	x	21	12	-15%	x	x
COc1cc(CNCc2ccccc2)c(Br)cc1OC1CCCC1	0%	-14%	-6	-2	5%	7%	u
Cc1cccc(NC(=O)C(CCC(N)=O)NC(=O)OCc2ccccc2)c1 (centres undefined)	1%	2%	11	2	-2%	32%[activator]	8%
CC(C)(C)NC(=O)C(c1ccncc1)N(C(=O)CNC(=O)c1ccco1)c1ccc(F)cc1 (centres undefined)	2%	7%	-3	-4	-3%	4%	24%
CC(=O)C1C(=O)C=C(c2cccs2)CC1c1ccccc1 (centres undefined)	-2%	41%[activator]	22	1	-2%	u	-7%
C/C(=N/NS(=O)(=O)c1cccc([N+](=O)[O-])c1)c1ccc2c(c1)OCO2	-5%	-16%	4	4	4%	0.83µM*	21%
COc1ccc(S(=O)(=O)NCc2cccnc2)cc1	5%	13%	-8	1	2%	u	28%
CC(=O)c1c(NC(=O)C(C)C)nc(C)nc1-c1ccccc1	2%	0%	-9	-2	4%	x	6%
CSc1ccc(NC(=O)NCCCN2CCN(c3ccccc3F)CC2)cc1	2%	-10%	-4	-1	6%	45%[activator]	u
CC12CN3CCN(CC(C3)C1O)C2 (centres undefined)	8%	-8%	-15	3	2%	u	x
O=C1C(NS(=O)(=O)c2ccc(Cl)cc2)=C(N2CCCCC2)C(=O)c2ccccc21	10%	11µM*	9	3	-14%	u	u
C(=C\c1ccccc1)/CSc1nnc(-c2ccccn2)n1Cc1ccco1	-15%	3%	-9	0	-2%	x	u
C#CCOC(=O)C(NC(=O)c1ccccc1)=C1CCCCC1	-3%	16%	-3	-1	1%	u	x
COc1ccc(CCNC(=O)Cn2nnc(-c3ccccc3F)n2)cc1OC	3%	7%	-15	-6	-3%	u	x
Cc1ccc(OCc2nc(-c3ccccn3)no2)cc1	6%	1%	43	29*	-1%	267%[activator]	x
Cn1c(SCC(=O)Nc2cccc(F)c2)nnc1-c1cc2ccccc2o1	-3%	-7%	-5	2	2%	-2%	34%[activator]
Cc1nc2ccccc2c(=O)n1/N=C/c1ccc(O)cc1	0%	2%	17	1	7%	53%[activator]	-6%
COC(=O)c1c(C(=O)OC)c(-c2ccc(OC)cc2)n2c1CS(=O)C2 (centres undefined)	-6%	6%	-7	-2	0%	37%[activator]	4%
O=C(O)c1ccc(-c2ccccc2)[nH]1	6%	-17%	17	-2	-3%	x	9%
O=C(Nc1cccc(-c2cccc(F)c2)c1)C1CCN(CC2CCOC2)CC1 (centres undefined)	-1%	-5%	-7	-4	1%	27%	u
O=C(CSc1ccc([N+](=O)[O-])cc1)NNC(=O)c1ccccc1F	-3%	79%[activator]	19	1	1%	11%	0%
Clc1ncnc2scc(-c3ccc(Br)cc3)c12	-1%	-27%	-7	2	1%	0.33µM*	0.83µM*
CC(=O)Oc1ccc2c(=O)c(/C=N/c3cc(=O)[nH]c(=S)[nH]3)coc2c1	-5%	74%[activator]	-10	-1	2%	u	-13%
CC(=O)c1c(-c2ccc(Cl)cc2)c2ccccc2[nH]c1=O	1%	-7%	-11	12	1%	147%[activator]	7%
COc1ccc(CNC(=O)c2cc(COc3c(F)cccc3F)on2)cc1OC	0%	3%	5	0	6%	u	u
CC(=O)Nc1cc2nc(C)n(Cc3ccccc3)c2nc1C	12%	0%	-6	-1	-9%	u	x
Cc1ccc(Sc2ccc(C(=O)N3CCOCC3)cc2[N+](=O)[O-])cc1	2%	-10%	-5	-3	-1%	-9%	x
CCN1CCN(c2cc(C)c3cc(NC(=S)N4CCN(c5ccc(F)cc5)CC4)ccc3n2)CC1	-1%	-8%	-4	-7	-1%	u	11%
Cc1ccc(S(=O)(=O)N2CCN(CCOc3ccccc3)CC2)cc1	5%	-7%	x	x	x	-3%	u
Cc1cc(C(=O)COc2ccccc2C(N)=O)c(C)n1CC1CCCO1 (centres undefined)	-6%	-1%	48	26*	-2%	10%	76%[activator]
CCCOc1ccc(-c2nc(N)n[nH]2)cc1	-4%	7%	37	28*	-6%	u	127%[activator]
O=C(NCCOc1ccccc1)C1CCCCC1	0%	0%	72*	29*	0%	u	103%[activator]
COc1ccc(CCNc2ncnc3c2c(C)c(C)n3CCO)cc1OC	-15%	-2%	-3	-1	-1%	u	2%[0.00184 µM]
CCOCCn1c(N2CCN(c3ccccc3)CC2)nc2c1c(=O)[nH]c(=O)n2C	-4%	13%	57	21*	-12%	u	105%[activator]
CCOC(=O)c1c(CN2CCN(C)CC2)oc2ccc(OC)cc12	7%	-4%	-5	-2	2%	u	-2%
Cn1c(=O)[nH]c(=O)c2c1nc([N+](=O)[O-])n2Cc1ccccc1	-2%	-8%	-11	2	-4%	13µM*	7.4µM*

The results go on:
SMILES	Tb PYK inh	AMA1-RON2 inh	Shiga toxin inh	CHX counter	LmPK inhibitor	Pf growth 96h	Pf growth 48h
O=C(O)c1cc(-c2ccc(/C=C3/SC(=S)N(Cc4ccccc4)C3=O)o2)ccc1Cl	-13%	-3%	63*	29*	8%	10%	36%[activator]
Cc1nnc(SCC(=O)NCCN2C(=O)CSC2=O)n1-c1ccccc1	2%	-3%	-7	1	1%	25%	6%
COc1ccc2cc(CCNS(=O)(=O)c3ccc(NC(C)=O)cc3)c(=O)[nH]c2c1	1%	24%	-4	-8	-1%	-13%	-9%
Cc1ccc(NC(=O)COC(=O)CCOc2ccccc2C)cc1	-17%	-2%	-25	-5	1%	u	393%[activator]
O=C(COC(=O)/C=C/c1ccc(F)cc1)Nc1cccc(S(=O)(=O)N2CCCC2)c1	-1%	-6%	5	-5	4%	u	-2%
CCCCN(CC)CCNC(=O)CNC(=O)Cn1ccc2ccccc2c1=O	-6%	-5%	5	-3	8%	117%[activator]	-4%
COc1ccc(NC(=O)CN(C)C(=O)CCCc2nc3ccccc3s2)cc1	1%	19%	x	x	x	9%	-18%

Whole records as entered above. Order of values: Tb PYK inh	AMA1-RON2 inh	Shiga toxin inh	CHX counter	LmPK inhibitor	Pf growth 96h	Pf growth 48h
`Cc1ccc(NC(=O)COC(=O)CCOc2ccccc2C)cc1` is entered as -17%	-2%	-25	-5	1%	u	393%[activator]
`O=C(O)c1cc(-c2ccc(/C=C3/SC(=S)N(Cc4ccccc4)C3=O)o2)ccc1Cl` is entered as -13%	-3%	63*	29*	8%	10%	36%[activator]
`Cc1nnc(SCC(=O)NCCN2C(=O)CSC2=O)n1-c1ccccc1` is entered as 2%	-3%	-7	1	1%	25%	6%
`O=C(COC(=O)/C=C/c1ccc(F)cc1)Nc1cccc(S(=O)(=O)N2CCCC2)c1` is entered as -1%	-6%	5	-5	4%	u	-2%
